FEN1 inh: human FEN1 inhibition; P39748; Recombinant FEN1 flap cleavage, fluorescence, 15 min; Potency, µM (doses to about 114 µM), for inactives: at the top dose activity change, negative = inhibition, hits mostly inhibitors; 390,000 tested, 0.35% active; AID 588795; further: nearly all actives have a fitted effect of over 65% in size
Target sequence (P39748 whole entry, looked up): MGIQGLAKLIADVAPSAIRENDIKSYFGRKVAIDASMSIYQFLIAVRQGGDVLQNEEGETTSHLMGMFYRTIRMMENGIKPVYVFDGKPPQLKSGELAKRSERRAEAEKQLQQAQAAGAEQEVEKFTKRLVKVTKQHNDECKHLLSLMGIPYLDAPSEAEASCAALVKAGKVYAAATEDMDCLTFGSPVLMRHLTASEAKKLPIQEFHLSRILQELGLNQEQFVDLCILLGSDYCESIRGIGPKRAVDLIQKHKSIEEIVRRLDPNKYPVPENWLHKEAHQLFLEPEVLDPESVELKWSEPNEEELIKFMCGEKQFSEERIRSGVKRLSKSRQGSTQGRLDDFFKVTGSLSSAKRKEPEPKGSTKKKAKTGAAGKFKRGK
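Recombinant FEN1 (10 nM) was preincubated with pin-transferred compounds for 15 min at room temperature, then flap DNA substrate (50 nM final) was added. Plates were read at 0 and 15 min, and normalized concentration–response data were fitted to a four-parameter Hill equation.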
N370S GC: inhibitors or activators of N370S glucocerebrosidase for Gaucher disease. Potency, µM (titrated, usually from 59.4 µM), without a hit: top-dose activity change, negative = inhibition, hits mostly inhibitors. 330,000 tested, 0.092% active. N370S GC spleen homogenate, 4MU-glucoside fluorescence. P04062;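 further: 0% = full enzyme activity and -100% = no enzyme basal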
TDP1 inh: TDP1 (human) enzyme inhibition | Q9NUW8 | recombinant TDP1, AlphaScreen DNA substrate cleavage | Potency, µM (doses to about 130 µM), inactives show at the highest dose activity change, negative = inhibition, most hits filed as inhibitors | 350,000 tested, 0.28% active; further: nearly all actives have a fitted effect of over 40% in size
Target sequence (Q9NUW8 whole entry, looked up): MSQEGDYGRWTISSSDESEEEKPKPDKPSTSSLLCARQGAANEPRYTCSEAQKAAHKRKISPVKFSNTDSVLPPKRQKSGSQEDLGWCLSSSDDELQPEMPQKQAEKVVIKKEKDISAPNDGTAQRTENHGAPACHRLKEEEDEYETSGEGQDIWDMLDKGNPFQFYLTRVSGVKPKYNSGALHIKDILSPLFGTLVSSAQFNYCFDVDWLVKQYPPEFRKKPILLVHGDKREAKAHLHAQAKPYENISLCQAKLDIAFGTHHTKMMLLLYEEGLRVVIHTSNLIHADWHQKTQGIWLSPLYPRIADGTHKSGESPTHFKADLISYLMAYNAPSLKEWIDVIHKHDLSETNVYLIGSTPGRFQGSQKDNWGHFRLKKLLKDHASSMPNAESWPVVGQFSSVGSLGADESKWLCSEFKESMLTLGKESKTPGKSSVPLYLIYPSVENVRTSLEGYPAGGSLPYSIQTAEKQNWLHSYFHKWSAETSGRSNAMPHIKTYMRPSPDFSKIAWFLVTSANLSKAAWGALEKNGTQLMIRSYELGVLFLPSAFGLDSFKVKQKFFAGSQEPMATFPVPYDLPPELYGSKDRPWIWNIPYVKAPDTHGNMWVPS
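Signal: AlphaScreen proximity between streptavidin donor and anti-FITC acceptor beads on intact substrate. Reaction: Tdp1 1 nM, substrate 15 nM final, 5 min RT after 15 min compound preincubation.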
Active calls of the source: *; ? = inconclusive; . = not tested or not shown; & = joins results of further samples; [ ] = another dose, or the depositor's remark. The call rests on the fitted dose curve; in most records, active means well fitted curve in the direction sought with a large enough effect; inconclusive means small, poorly fitted or top-dose-only effect, or another doubt; inactive means no such curve, though single readings can be large; an effect the other way counts as inactive or inconclusive. Unless noted, on the % scale 0 is the no-effect control and ±100 the full control effect; potency means the concentration at half of the fitted maximal effect. Rows were taken by chance; any-hit rate near 0.53%.

SMILES	FEN1 inh	N370S GC	TDP1 inh
O=C(Nc1ccccc1)c1ccc(S(=O)(=O)NCC2CCCO2)cc1 (stereo not given)	-6%	21%	0%
O=C(c1cccnc1)N1CCN(c2c(Cl)cccc2[N+](=O)[O-])CC1	0%	7%	2%
COc1ccc(C(=O)CSc2nnc(CNC(=O)c3ccccc3)n2C)cc1	-2%	-1%	0%
Cc1cc(NS(=O)(=O)c2ccc(NC(=S)NC(=O)c3ccc(Br)cc3)cc2)no1	-2%	-1%	6%
CCN(CC)C(=O)CSc1nc2c(sc(=S)n2-c2ccccc2)c(=O)n1-c1ccccc1OC	12%	?	.
CCOC(=O)N1CCC(NC(=O)c2ccc(CS(=O)c3cccc(C)c3)o2)CC1 (stereo not given)	-2%	2%	3%
CCC(=O)N1CCc2cc(Br)cc(S(=O)(=O)N3CCN(c4cccc(Cl)c4)CC3)c21	-12%	.	0%
Cc1cccc(-n2cc[nH]c2=S)c1C	3%	-2%	-14%
O=C(N/N=C/c1cccc(C(F)(F)F)c1)c1cc2c(s1)-c1ccccc1CC2	13%	10%	3%
Cc1c(C(=O)N2CCCCC2)nn(-c2ccc(Cl)cc2)c(=O)c1C#N	1%	-18%	8%
O=C1Nc2ccccc2C1C(C[N+](=O)[O-])c1ccccc1 (stereo not given)	5%	1%	.
CC(C)CCNC(=O)C(c1ccc(O)cc1)N(Cc1cccs1)C(=O)C1COc2ccccc2O1 (stereo not given)	-14%	18%	0%
COc1cccc(N(CC(=O)N2CCN(C)CC2)S(=O)(=O)c2ccccc2)c1	-12%	19%	-2%
CC(C)[C@H](NC(=O)N1CC(=O)Nc2ccccc21)C(=O)Nc1nccs1	-13%	-14%	1%
CCCOC(=O)c1ccc(NC(=O)c2ccccc2OC)cc1	-5%	21%	5%
COc1cccc(CNC(=S)Nc2ccc(Cl)cc2C)c1	1%	1%	.
CCc1nnc(SCc2cccc(Cl)c2)c2cc3sccc3n12	-5%	.	-5%
CCO[C@@H]1OC(C(=O)N2CCN(C)CC2)=C[C@H](c2coc3ccccc3c2=O)[C@H]1CCCO	-2%	-5%	5%
Cc1cc2cccc(C)c2nc1SCC(=O)NC1CCCCC1	1%	-2%	.
Cc1ccc(C(=O)N2CCCC2)c(F)c1F	-9%	8%	7%
CC(=O)Nc1ccc(NC(=O)C(C)OC(=O)c2ccccc2Sc2ccccc2C#N)cc1 (stereo not given)	3%	7%	-3%
Cc1cccc2cc(CN(CC3CCCO3)C(c3nnnn3Cc3ccco3)C(C)C)c(=O)[nH]c12 (stereo not given)	0%	17%	7%
CCCCC(=O)NC(N1CCCCC1)C(Cl)(Cl)Cl (stereo not given)	0%	-20%	4%
Cc1ccc(/C=C/C(=O)Nc2ccc(S(N)(=O)=O)cc2)o1	-17%&-5%	-4%	1%&2%
O=C1C2CC=CCC2C(=O)N1c1ccc(Cc2ccncc2)cc1 (stereo not given)	2%	15%	-1%

Another view of some results above:
Each structure is followed by: FEN1 inh, N370S GC, TDP1 inh
- O=C(c1cccnc1)N1CCN(c2c(Cl)cccc2[N+](=O)[O-])CC1
 : 0%, 7%, 2%
- Cc1c(C(=O)N2CCCCC2)nn(-c2ccc(Cl)cc2)c(=O)c1C#N
 : 1%, -18%, 8%
- COc1ccc(C(=O)CSc2nnc(CNC(=O)c3ccccc3)n2C)cc1
 : -2%, -1%, 0%
- CC(C)[C@H](NC(=O)N1CC(=O)Nc2ccccc21)C(=O)Nc1nccs1
 : -13%, -14%, 1%

(listing goes on)
SMILES	FEN1 inh	N370S GC	TDP1 inh
CCN1C(=O)C(C)S/C1=N\S(=O)(=O)c1ccc(Cl)s1 (stereo not given)	9%	7%	4%
COc1ccc(C)cc1NC(=O)c1oc2ccc(S(=O)(=O)N3CCCCC3)cc2c1C	22%	.	5%
Fc1ccccc1-c1csc(=Nc2cccnc2)n1CCCn1ccnc1	0%	-7%	7%
O=C(CN1C(=O)c2ccc([N+](=O)[O-])cc2C1=O)Nc1nnc(C2CC2)s1	-3%	.	0%
O=C(Nc1cccc2nsnc12)c1cccnc1Cl	10%	-1%	0%
CCN(Cc1ccccc1)C(=O)c1cnn(-c2ccc(F)cc2)c1-n1cccc1	2%	.	6%
O=C(O)CC1NC(=O)N(c2ccccc2)C1=O (stereo not given)	.	6%	5%
COC(=O)C1=C(C)NC(C)=C(C(=O)OC(C)C)[C@H]1c1cccc2nonc12	.	2%[21.6 µM]	11%[21 µM]
CN(CCCCOc1ccc(F)cc1)Cc1ccccc1	12%	-16%	.
Cn1c(C(=O)O)cc2c(=O)n3ccccc3nc21	11%	?	4%
Cc1occc1C(=O)N1N=C(C2CC2)CC1(O)C(F)(F)F (stereo not given)	-4%	-10%	3%
O=C(O)CCC(=O)N1CCc2cc(S(=O)(=O)NCc3cccs3)ccc21	-8%	22%	3%
COc1ccc(S(=O)(=O)NC2CC(=O)N(c3ccc4c(c3)OCCO4)C2)cc1 (stereo not given)	-4%	2%	1%
O=C(C[n+]1ccc(C(=O)N/N=C/c2ccc(O)cc2)cc1)c1ccccc1	-3%	.	6%
O=C(CN1CCN(C(c2ccccc2)c2ccccc2)CC1)N1N=CCC1c1ccccc1 (stereo not given)	-4%	-12%	1%
COCCCn1c(SCC(=O)N2CCOCC2)nc2ccccc2c1=O	1%	1%	2%
CC1O[C@@H](O[C@@H]2C(O)C[C@H](O[C@@H]3C(O)C[C@@H](OC4CC[C@@]5(C)C6CC(O)[C@@]7(C)C(C8=CC(=O)OC8)CC[C@@]7(O)C6CC[C@@H]5C4)OC3C)OC2C)CC(O)[C@H]1O (stereo not given in full)	.	-2%	-7%[56.1 µM]
Cc1ccc(N(CC(=O)Nc2ccc(C)cc2C)S(=O)(=O)N2CCCC2)cc1	-7%	?	0%
CCN(C(=O)Cc1ccc(NC2=NC3CS(=O)(=O)CC3S2)cc1)c1ccccc1 (stereo not given)	0%	4%	.
Cc1ccccc1COCCN1CCN(S(=O)(=O)c2ccccc2)CCC1=O	12%	4%	.
COCCCNC(=O)Cn1ncc2ccsc2c1=O	-4%	-1%	-1%
CCCn1c2ccccc2c2cnn(CC(=O)NCCc3ccc(OC)cc3OC)c(=O)c21	-7%	.	7%
Cc1cc(C)nc(N(C#N)CCOc2ccc(Cl)cc2)n1	-10%	5%	3%
CCOC(=O)C1C(=O)CC(C)(O)C(C(=O)OCC)C1/C=C/c1ccccc1 (stereo not given)	0%	-6%	8%
O=C(C[n+]1cc(-c2ccccc2)n2c1CCC2)Nc1nc(-c2ccc(F)cc2)cs1	-4%	-5%	5%

(listing goes on)
SMILES	FEN1 inh	N370S GC	TDP1 inh
O=[N+]([O-])c1ccccc1CN1CCN(Cc2c[nH]c3ccccc23)CC1	-15%	-7%	-4%
CCOC(=O)CSC1=C(C#N)C(c2ccc(C)cc2)C2=C(CCCC2=O)N1 (stereo not given)	-12%	-9%	5%
Cc1cccc(C)c1NS(=O)(=O)c1cc2c3c(c1)CCN3C(=O)CC2	-1%	-8%	1%
Cc1ccc(NC(=O)CN2CCN(C3CCCCC3)C(=O)C2=O)cc1C	22%	.	4%
O=C(O)CCCC(=O)N1CCOCCOCCOCCOCC1	-4%	-8%	.
Cc1ccccc1OCC(=O)NCCc1nc2ccccc2[nH]1	10%	-6%	5%
CCOC(=O)c1ccc(N2C(=O)c3n[nH]c(C)c3C2c2ccccc2OC)cc1 (stereo not given)	?	.	5%
COCC(C)n1c(C)cc(C(=O)COC(=O)CN=C2NS(=O)(=O)c3ccccc32)c1C (stereo not given)	-1%	16%	-9%
Cc1ccc(NC(=O)COC(=O)CSC(=S)N2CCOCC2)cc1	-3%	-13%	2%
CC(=O)Nc1ccc(N=Nc2c(C)[nH]n(C(N)=S)c2=O)cc1	-13%	-18%	-5%
Cc1ccccc1S(=O)(=O)Cc1ccc(C(=O)N2CCN(c3cccc(C)c3C)CC2)o1	-20%	8%	3%
O=C(CN1CCOCC1)Nc1ncc(Cc2cccc(Cl)c2)s1	12%	-1%	-3%
COc1ccc(S(=O)(=O)N(C)C[C@H]2Oc3c(NC(=O)Nc4c(C)noc4C)cccc3C(=O)N([C@@H](C)CO)C[C@H]2C)cc1	-3%	.	0%
Cc1oc(C(C)(C)C)c(CN2CCCC2)c1C(=O)O	8%	-3%	-3%
CCC1CCc2sc(C(=O)O)cc2C1 (stereo not given)	1%	6%	4%
COc1cc(OC)c(NC(=O)N2CCC(CN3CCOCC3)CC2)cc1Cl	18%	.	5%
O=C1CC(Cc2ccccc2)C(=O)N1c1ccccn1 (stereo not given)	-2%	5%	4%
N#C/C(=C\c1ccc[nH]1)S(=O)(=O)c1ccccc1	-16%	-6%	8%
COc1ccc(OC(C)C(=O)N2CCC(C)CC2)cc1 (stereo not given)	-2%	-1%	3%
Cc1nc(NC(=O)CC(C)C)sc1-c1csc(Nc2ccc(Cl)cc2)n1	-5%	-3%	6%
CCNC(=S)NS(=O)(=O)c1ccccc1	7%	-19%	0%
O=C(CSCc1ccc(F)cc1)NCc1ccco1	1%	-24%	6%
Cc1ccc(NC2=NC(c3ccc(F)cc3)n3c(nc(C)cc3=O)N2)c(C)c1 (stereo not given)	7%	-4%	.
Cc1ccc2cc(CN(Cc3ccco3)C(=S)NCC3CCCO3)c(=O)[nH]c2c1C (stereo not given)	1%	?	9%
CCn1c2c(c(=N)c3ccccc31)CCC2	-17%	-6%	-1%

Next entries.
SMILES	FEN1 inh	N370S GC	TDP1 inh
CC(C)C(=O)Nc1ccc(NC(=O)c2ccc(COc3ccccc3)cc2)cc1	8%	-6%	.
CNC(=O)c1[nH]cnc1C(=O)N[C@@H](CC(C)C)C(=O)OCc1ccccc1	3%	14%	8%
O=C1CC(=O)N(Cc2cccs2)C(=O)N1	16%	1%	-9%
COc1ccc(C(c2nnnn2CCc2ccccc2)N2CCN(C3CCCC3)CC2)cc1 (stereo not given)	-1%	-5%	5%
CCC(CCC(=O)Nc1cccc([N+](=O)[O-])c1)C(=O)O (stereo not given)	-4%	3%	8%
Cc1ccc(C)c(NC(=O)c2nnn(Cc3ccccc3C)c2N)c1	-21%	-2%	-2%
COc1ccc(C=O)cc1Cn1c(C)cc(C)c(C#N)c1=O	0%	4%	2%
O=S(=O)(NCc1ccccc1)c1cccc2nonc12	7%	-3%	1%
Cc1ccc2cc(C)c(SCC(=O)NCC3CCCO3)nc2c1 (stereo not given)	4%	-5%	12%
O=C(Nc1ccc(Br)cc1)NC1CCCCCCC1	4%	4%	-4%[56.1 µM]
N=c1c2c(ncn1CCCO)Oc1ccc3ccccc3c1C2c1ccccc1 (stereo not given)	2%	-12%	6%
O=C(COC(=O)Cc1ccc(Cl)cc1)Nc1cc(S(=O)(=O)N2CCOCC2)ccc1N1CCCC1	-13%	8%	3%
O=C(NCCc1csc(-c2cccnc2)n1)c1ccccc1Br	-2%	8%	.
C#CCOCCOCCOCCNc1nc(N2CCN(C(=O)[C@H](CCC(=O)O)n3cc(CN)nn3)CC2)nc(N2CCN(C(=O)[C@H](CCCN=C(N)N)n3cc(C(N)[C@@H](C)CC)nn3)CC2)n1 (stereo not given in full)	12%	.	0%
Cc1ccc(NC(=O)C2CCN(C(=O)c3sc4nc[nH]c(=O)c4c3C)CC2)cc1F	-10%	.	3%
O=C1S/C(=C\C=C\c2ccco2)C(=O)N1c1ccc(O)cc1	-14%	10%	0%

Part of the list above in order of number of heavy atoms, lowest first:
SMILES	FEN1 inh	N370S GC	TDP1 inh
CCNC(=S)NS(=O)(=O)c1ccccc1	7%	-19%	0%
CCn1c2c(c(=N)c3ccccc31)CCC2	-17%	-6%	-1%
O=C(CSCc1ccc(F)cc1)NCc1ccco1	1%	-24%	6%
O=S(=O)(NCc1ccccc1)c1cccc2nonc12	7%	-3%	1%
O=C1S/C(=C\C=C\c2ccco2)C(=O)N1c1ccc(O)cc1	-14%	10%	0%
O=C(NCCc1csc(-c2cccnc2)n1)c1ccccc1Br	-2%	8%	.
Cc1ccc(C)c(NC(=O)c2nnn(Cc3ccccc3C)c2N)c1	-21%	-2%	-2%
Cc1nc(NC(=O)CC(C)C)sc1-c1csc(Nc2ccc(Cl)cc2)n1	-5%	-3%	6%
CNC(=O)c1[nH]cnc1C(=O)N[C@@H](CC(C)C)C(=O)OCc1ccccc1	3%	14%	8%
Cc1ccc(NC2=NC(c3ccc(F)cc3)n3c(nc(C)cc3=O)N2)c(C)c1 (stereo not given)	7%	-4%	.
CC(C)C(=O)Nc1ccc(NC(=O)c2ccc(COc3ccccc3)cc2)cc1	8%	-6%	.
Cc1ccc2cc(CN(Cc3ccco3)C(=S)NCC3CCCO3)c(=O)[nH]c2c1C (stereo not given)	1%	?	9%
COc1ccc(C(c2nnnn2CCc2ccccc2)N2CCN(C3CCCC3)CC2)cc1 (stereo not given)	-1%	-5%	5%
O=C(COC(=O)Cc1ccc(Cl)cc1)Nc1cc(S(=O)(=O)N2CCOCC2)ccc1N1CCCC1	-13%	8%	3%
C#CCOCCOCCOCCNc1nc(N2CCN(C(=O)[C@H](CCC(=O)O)n3cc(CN)nn3)CC2)nc(N2CCN(C(=O)[C@H](CCCN=C(N)N)n3cc(C(N)[C@@H](C)CC)nn3)CC2)n1 (stereo not given in full)	12%	.	0%

Screening results deposited in PubChem BioAssay by National Center for Advancing Translational Sciences (NCATS).
